Source: PubChem BioAssay
CCHF vOTU inh: CCHFV vOTU protease inhibition; Pep-AMC fluorescence; inhibition, % at 11.5 µM; 370,000 compounds, 0.55% hits; AID 651958; further: 0% = vehicle wells with enzyme and 100% = no enzyme wells
Mtb FBA inh: Mtb fructose-bisphosphate aldolase inhibition. purified M. tuberculosis FBA, fluorescence read-out. P9WQA3. 360,000 compounds, 2.3% hits. inhibition, % at 1 µM; in the data active means inhibition above about 27%;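 further: 0% = vehicle and 100% = reference inhibitor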
Target sequence (P9WQA3 whole entry, looked up): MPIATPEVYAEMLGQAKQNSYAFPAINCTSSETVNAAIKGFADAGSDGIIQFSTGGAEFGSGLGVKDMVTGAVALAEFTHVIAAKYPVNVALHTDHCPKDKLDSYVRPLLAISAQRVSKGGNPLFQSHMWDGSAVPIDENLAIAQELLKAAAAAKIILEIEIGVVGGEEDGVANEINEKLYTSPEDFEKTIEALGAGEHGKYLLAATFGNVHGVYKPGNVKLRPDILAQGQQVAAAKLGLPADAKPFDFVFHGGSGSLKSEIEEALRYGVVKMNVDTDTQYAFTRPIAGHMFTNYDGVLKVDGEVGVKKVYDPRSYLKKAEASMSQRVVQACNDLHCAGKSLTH
Mtb BioA inh: BioA (M. tuberculosis) enzyme inhibition; AID 602481; purified M. tuberculosis BioA enzyme, plate reader; 360,000 compounds, 0.096% hits; inhibition, % at 9.99 µM; in the data active means inhibition above about 40%; inconclusive means no clear call, values can overlap the other calls
PrPC surface inh: cell surface PrPC inhibition, primary TR-FRET screen. P04156. TR-FRET read-out. inhibition, % at 13.8 µM. 370,000 compounds, 0.43% hits; in the data active means inhibition above about 24%; further: 0% = median of the test wells and 100% = reference compound wells
GDH-TPI counter: GDH-TPI coupled enzyme inhibition counter-screen | 360,000 compounds, 1.2% hits | inhibition, % at 4.8 µM | GDH-TPI coupled enzyme counterscreen, NADH absorbance;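 further: 0% = DMSO wells and 100% = wells lacking the enzyme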
FadD28 FP inh: inhibitors of Mycobacterium tuberculosis FadD28 bisubstrate binding; FadD28 bisubstrate probe binding, fluorescence polarization; inhibition, % at 12.5 µM; 360,000 compounds, 0.22% hits; AID 588549; in the data active means inhibition above about 8.5%, passing the limit was not always enough; inconclusive means no clear call, values can overlap the other calls
BoNT-F LC inh: inhibitors of Botulinum neurotoxin F light chain protease. Multiplex microsphere protease cleavage assay, flow cytometry. inhibition, % at 10 µM. 360,000 compounds, 0.22% hits. AID 588497; in the data active means inhibition above about 35%, passing the limit was not always enough; inconclusive means no clear call, values can overlap the other calls; further: plate controls were buffer without enzyme for full effect and enzyme alone for no effect
Mtb UGM inh: Mtb UDP-galactopyranose mutase inhibition; P9WIQ1; purified UGM, fluorescence polarization probe displacement; inhibition, % at 10 µM; 320,000 compounds, 0.06% hits; AID 504406; in the data active means inhibition above about 10%, passing the limit was not always enough; inconclusive means no clear call, values can overlap the other calls
Target sequence (P9WIQ1 whole entry, looked up): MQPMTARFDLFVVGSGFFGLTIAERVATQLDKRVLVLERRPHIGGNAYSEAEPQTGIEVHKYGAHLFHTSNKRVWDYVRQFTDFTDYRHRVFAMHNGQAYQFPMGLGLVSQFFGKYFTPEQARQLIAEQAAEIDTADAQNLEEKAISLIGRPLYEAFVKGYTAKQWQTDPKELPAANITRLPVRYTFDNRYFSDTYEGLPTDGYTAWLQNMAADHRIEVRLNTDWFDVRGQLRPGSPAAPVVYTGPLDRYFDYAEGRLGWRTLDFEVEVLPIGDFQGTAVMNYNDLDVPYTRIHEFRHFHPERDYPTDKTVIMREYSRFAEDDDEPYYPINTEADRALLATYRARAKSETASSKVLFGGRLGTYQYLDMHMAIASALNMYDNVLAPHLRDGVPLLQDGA
BoNT A protease: blocks Botulinum neurotoxin A light chain protease; multiplex microsphere protease substrate cleavage, flow cytometry; inhibition, % at 10 µM; 360,000 compounds, 0.17% hits; in the data active means inhibition above about 30%; inconclusive means no clear call, values can overlap the other calls; further: plate controls were buffer without enzyme for full effect and enzyme alone for no effect
The depositor's hits bear a star; ? = inconclusive; · = not tested or not shown; + = active, no number. Unless noted, no stated cut-off is given here; in the data, active means inhibition above about 30%; inactive means the rest.

No.	compound	CCHF vOTU inh	Mtb FBA inh	Mtb BioA inh	PrPC surface inh	GDH-TPI counter	FadD28 FP inh	BoNT-F LC inh	Mtb UGM inh	BoNT A protease
1	OC(CNC1CCCc2ccccc21)COc1c(Cl)cccc1Cl (configuration not stated)	5.9	3.8	·	15.8	-4.0	-3.8	-5.7	0.1	0.6
2	CN(/N=C/c1ccc(C(C)(C)C)cc1)C1=NCCN1	1.5	1.9	·	-3.8	0.0	-3.3	-9.0	1.2	-0.2
3	CC(C)(C)S(=O)N1Cc2cc(CO)cc(-c3ccccc3)c2[C@@H]1CCO (some centres not stated)	-4.3	-0.8	-1.7	-3.5	0.0	-1.1	-2.4	·	0.4
4	O=C(NCc1ccco1)/C(=C/c1ccccc1)NC(=O)c1ccco1	-10.8	5.8	-3.5	-3.0	6.2	1.1	4.7	1.9	-0.7
5	Cc1cc(Nc2ncc(Cl)cc2Cl)n(-c2ccccc2C)n1	-6.5	2.1	0.6	7.3	4.0	-2.0	-17.0	-1.6	-2.0
6	CC(=O)N[C@@H](Cc1c[nH]c2ccccc12)C(=O)OCC(=O)Nc1ccc2c(c1)OCO2	9.1	2.7	0.9	0.8	12.5	-1.3	-8.4	·	0.3
7	CC(=O)NC(Cc1c[nH]c2ccccc12)C(=O)N1CCc2ccccc2C1 (configuration not stated)	-0.9	4.9	1.1	0.6	8.9	-1.1	-4.1	1.2	-0.6
8	Nc1nc(NCCO)nc(N2CCCCCC2)c1[N+](=O)[O-]	-9.9	1.6	·	2.2	3.2	-1.5	?	2.0	1.9
9	CCc1cc(=O)oc2c3c(cc(OCC(=O)NCCCOC)c12)OC(C)(C)CC3	-254.0	+	1.6	6.2	9.5	-2.3	5.8	0.9	-4.2
10	O=C(CN1C(=O)CSC1=O)NC1CCCCC1	1.5	-2.3	0.0	-7.9	-12.0	-2.3	11.6	1.9	1.5
11	COc1cc2c(C(=O)NCc3ccccn3)cn(C)c(=O)c2cc1OC	0.9	0.4	1.5	0.4	13.2	2.2	9.6	0.3	0.6
12	COC(=O)c1ccc(NC(=S)N(Cc2cccnc2)Cc2ccco2)cc1	6.5	-0.1	2.9	-1.3	-10.0	-2.9	0.7	0.2	-0.7
13	CCN(C(=O)COC(=O)CCOc1ccccc1)c1c(N)n(Cc2ccccc2)c(=O)[nH]c1=O	2.2	0.1	-1.7	0.6	0.3	-3.6	·	-2.2	·
14	CCOc1ccc(C(=O)Nc2ncn[nH]2)cc1	7.1	-1.3	1.3	13.0	2.9	0.7	·	-2.4	·
15	N#Cc1cn(-c2ccccc2)nc1-c1ccco1	8.8	1.7	-1.1	-1.3	0.3	-2.4	-1.4	0.5	0.5
16	COc1ccccc1C(=O)Nc1ccc(-c2nnn(CC(=O)NCc3ccco3)n2)cc1	3.0	3.1	-2.7	3.8	7.2	0.8	-3.9	-0.1	0.8
17	CCN1CCN(Cc2nc(N)nc(Nc3ccc(C)c(C)c3)n2)CC1	-2.0	-0.8	-1.3	-15.3	10.1	-0.3	2.2	-3.9	1.6
18	CC1CC(C)CN(C(=O)c2ccc(C(=O)c3ccccc3)cc2)C1 (configuration not stated)	3.7	-2.2	·	4.3	2.8	-4.4	12.0	0.3	2.0
19	Cn1cc(S(=O)(=O)Nc2ccc(F)c(Cl)c2)c(=O)n(C)c1=O	-1.6	0.9	0.1	-4.5	-2.7	0.0	6.3	-4.0	-0.1
20	COC(=O)c1ccc2nc(NC(=O)CSCC(=O)OCC(=O)c3ccccc3)sc2c1	7.2	-1.8	-4.0	5.2	0.0	-2.2	2.0	-0.4	-0.2
21	c1ccc(-c2nnc3oc(-c4cccs4)nn23)cc1	-6.3	-2.8	-0.3	4.2	9.1	0.5	-3.0	·	0.4
22	CN=C(N)NCCC[C@H](N)C(=O)O	0.5	2.0	-3.0	2.8	-6.7	-2.7	-3.2	-0.1	-1.1
23	O=C(CCc1nc2ccccc2c(=O)[nH]1)N1CCN(S(=O)(=O)c2cccc([N+](=O)[O-])c2)CC1	-4.0	0.3	-1.1	-4.3	4.2	-0.3	2.5	1.7	6.3
24	C=CCNC(=O)[C@H]1N2C(=O)c3ccccc3C2SC1(C)C (some centres not stated)	-4.4	-3.1	-1.2	-8.0	0.4	-2.2	21.2	-4.3	2.7
25	Cc1nn(C)c2ncc(C(=O)c3cc(F)ccc3O)cc12	12.9	-0.3	·	5.1	0.0	-2.3	-11.9	-0.6	-0.5
26	Cc1ccc(C(=O)NCCc2csc(C)n2)cc1	-0.4	-1.0	-1.5	1.0	-1.0	-3.3	-9.3	0.9	-0.6
27	CC1=C(C(=O)Nc2cccc(C(=O)N3CCN(c4cccc(C(F)(F)F)c4)CC3)c2)SCCO1	18.1	-3.1	-0.1	2.0	-7.4	-4.7	-9.2	1.0	-3.3
28	CCOc1ccc(OCCCCNC(C)(C)C)cc1	-2.5	0.6	·	4.8	1.9	0.6	-1.7	-1.7	0.0
29	C/C(N)=C(/C#N)C(=O)CSc1n[nH]c(-c2cccs2)n1	-1.6	-1.0	0.1	4.5	1.9	2.4	-4.7	-1.3	0.1
30	COc1ccccc1N1CCN(C(c2cc3ccc(C)cc3[nH]c2=O)c2nnnn2C2CCCC2)CC1 (configuration not stated)	5.1	4.0	-1.5	2.4	33.9*	0.6	4.7	1.1	4.2
31	O=C(CCCOc1ccc(Cl)cc1Cl)N/N=C\C1CCCCC1	-15.4	2.6	22.8	-7.3	0.7	-2.9	-18.4	1.9	-1.5
32	COc1cc(NC(=O)Cc2nn(C)c(=O)c3ccccc23)cc(OC)c1OC	·	-0.4	-0.7	·	6.4	-1.6	-2.6	-2.6	?
33	CCN(CC)c1ccc(CN2CCC(C(=O)NCc3ccc(C)cc3)CC2)cc1	12.2	0.0	·	0.9	-6.4	-3.3	-4.3	1.1	-0.7
34	CCOC(=O)C1CCN(C(=O)CSc2c3c(nc4ccccc24)CCC3)CC1	1.3	5.2	·	7.2	9.3	-2.8	-0.5	0.7	0.9
35	O=C1C2C3C=CC(C3)C2C(=O)N1c1ccc2c(c1)OCO2 (configuration not stated)	2.6	-0.2	-3.1	11.6	-3.4	-1.7	-8.2	-1.6	-0.4
36	CCOC(=O)C1CCCN(C(=O)C(CCSC)NC(=O)COc2ccccc2)C1 (configuration not stated)	-2.2	2.6	-0.8	0.8	-2.5	0.8	5.1	·	4.4
37	CCOc1ccccc1C(=O)N/N=C/c1coc2ccc(C)cc2c1=O	-7.3	2.1	-1.6	2.9	21.6	-0.9	8.1	-0.4	0.7
38	Cc1c(C(=O)NCCNc2ncc(C(F)(F)F)cc2Cl)cccc1[N+](=O)[O-]	-12.3	1.3	-1.1	2.5	9.8	-0.2	-11.8	0.6	0.6
39	O=C(NCCC1=CCCCC1)c1coc(=O)c(Br)c1	-7.6	14.3	0.6	0.7	39.0*	-5.7	0.7	1.7	1.4
40	CN1C(=O)/C(=C/c2ccc(OCc3ccc(F)cc3)cc2)N(C)C1=S	-17.3	2.5	-2.7	6.5	15.4	-0.7	·	1.0	·

Record cards (already shown).
CCOC(=O)C1CCCN(C(=O)C(CCSC)NC(=O)COc2ccccc2)C1 (configuration not stated) as listed: CCHF vOTU inh: -2.2; Mtb FBA inh: 2.6; Mtb BioA inh: -0.8; PrPC surface inh: 0.8; GDH-TPI counter: -2.5; FadD28 FP inh: 0.8; BoNT-F LC inh: 5.1; Mtb UGM inh: ·; BoNT A protease: 4.4
CCN(CC)c1ccc(CN2CCC(C(=O)NCc3ccc(C)cc3)CC2)cc1 as listed: CCHF vOTU inh: 12.2; Mtb FBA inh: 0.0; Mtb BioA inh: ·; PrPC surface inh: 0.9; GDH-TPI counter: -6.4; FadD28 FP inh: -3.3; BoNT-F LC inh: -4.3; Mtb UGM inh: 1.1; BoNT A protease: -0.7

Additional entries.
No.	compound	CCHF vOTU inh	Mtb FBA inh	Mtb BioA inh	PrPC surface inh	GDH-TPI counter	FadD28 FP inh	BoNT-F LC inh	Mtb UGM inh	BoNT A protease
41	O=S(=O)(c1ccc(F)cc1)N1CCN(CC(O)COCC2CCCO2)CC1 (configuration not stated)	13.9	1.4	1.4	-1.5	-2.4	-1.3	-3.9	·	1.2
42	O=C(CN(C(=O)CCC(=O)Nc1ccccn1)c1ccc2c(c1)OCO2)NCc1ccco1	6.9	-0.6	-2.4	0.0	0.0	-0.9	-16.6	0.6	-0.2
43	NC1=NC(=O)/C(=C/c2ccc(Cl)cc2Cl)S1	-6.3	3.0	-1.3	-0.6	1.7	-4.8	-5.0	-5.3	-1.9
44	CC1CCCN(S(=O)(=O)CCNC(=O)c2ccccc2)C1 (configuration not stated)	-7.6	-2.4	0.3	5.7	-3.2	-3.1	-6.7	2.1	2.4
45	CC1CCCCC12NC(=O)N(CC(=O)NCCc1c[nH]c3ccccc13)C2=O (configuration not stated)	6.6	-0.4	0.8	3.5	-4.7	-1.5	-1.0	-0.2	0.8
46	CC(C(=O)Nc1sc2c(c1C(=O)NCc1ccco1)CCCC2)N1C(=O)c2ccccc2C1=O (configuration not stated)	2.4	-4.2	-1.2	-5.2	10.5	-0.1	-9.3	-2.1	-1.1
47	O=c1[nH]n(-c2ccc(Cl)cc2)c2ncccc12	-1.1	0.1	-1.5	0.9	0.0	0.7	-7.5	0.1	-0.2
48	CCOC(=O)N1CCN(C(=O)NC2CCCCC2)CC1	-1.4	-7.4	-2.1	5.3	-11.9	-4.4	-0.8	-1.2	0.1

Structures above with an NH in an aromatic ring, in the order listed:
No.	compound	CCHF vOTU inh	Mtb FBA inh	Mtb BioA inh	PrPC surface inh	GDH-TPI counter	FadD28 FP inh	BoNT-F LC inh	Mtb UGM inh	BoNT A protease
6	CC(=O)N[C@@H](Cc1c[nH]c2ccccc12)C(=O)OCC(=O)Nc1ccc2c(c1)OCO2	9.1	2.7	0.9	0.8	12.5	-1.3	-8.4	·	0.3
7	CC(=O)NC(Cc1c[nH]c2ccccc12)C(=O)N1CCc2ccccc2C1 (configuration not stated)	-0.9	4.9	1.1	0.6	8.9	-1.1	-4.1	1.2	-0.6
13	CCN(C(=O)COC(=O)CCOc1ccccc1)c1c(N)n(Cc2ccccc2)c(=O)[nH]c1=O	2.2	0.1	-1.7	0.6	0.3	-3.6	·	-2.2	·
14	CCOc1ccc(C(=O)Nc2ncn[nH]2)cc1	7.1	-1.3	1.3	13.0	2.9	0.7	·	-2.4	·
23	O=C(CCc1nc2ccccc2c(=O)[nH]1)N1CCN(S(=O)(=O)c2cccc([N+](=O)[O-])c2)CC1	-4.0	0.3	-1.1	-4.3	4.2	-0.3	2.5	1.7	6.3
29	C/C(N)=C(/C#N)C(=O)CSc1n[nH]c(-c2cccs2)n1	-1.6	-1.0	0.1	4.5	1.9	2.4	-4.7	-1.3	0.1
30	COc1ccccc1N1CCN(C(c2cc3ccc(C)cc3[nH]c2=O)c2nnnn2C2CCCC2)CC1 (configuration not stated)	5.1	4.0	-1.5	2.4	33.9*	0.6	4.7	1.1	4.2
45	CC1CCCCC12NC(=O)N(CC(=O)NCCc1c[nH]c3ccccc13)C2=O (configuration not stated)	6.6	-0.4	0.8	3.5	-4.7	-1.5	-1.0	-0.2	0.8
47	O=c1[nH]n(-c2ccc(Cl)cc2)c2ncccc12	-1.1	0.1	-1.5	0.9	0.0	0.7	-7.5	0.1	-0.2

Hits appear at their usual frequency; 4.8% or so of the library scored in one or more.
